# TNAP inh noacc: human TNAP enzyme inhibitors, primary screen, biochemical, luminescent, no phosphate acceptor, uHTS | Alkaline phosphatase, tissue-nonspecific isozyme (Homo sapiens), P05186 | purified TNAP, CDP-star luminescence, 30 min | inhibition, % at 20 µM | 200,000 tested, 0.26% active | AID 1012, 2008;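 active = tissue-nonspecific alkaline phosphatase inhibition above about 50% at 20 µM in the single-dose screen, limit read from the data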;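 also: 0% = DMSO negative control and 100% = EDTA positive control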
# Hsp70 activator: Hsp70 transcriptional activators, primary screen, cell-based, HeLa, Hsp70 promoter luciferase, luminescence, 10 µM | HeLa Hsp70 promoter luciferase reporter; scaled: vehicle 0, proteasome-inhibitor control 100% | activation, % at 10 µM | 200,000 tested, 0.04% active;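 active = activation above the mean across all tested compounds plus 3 SD, cutoff set per campaign, cut at about 5.5% in these data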;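 also: 100% = MG132 at 30 µM as the positive control and 0% = DMSO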
# S1P3 antag: S1P3 receptor antagonists, primary screen, cell-based. Sphingosine 1-phosphate receptor 3 (Homo sapiens), Q99500. CHO S1P3 NFAT-BLA reporter, FRET fluorescence, antagonist mode. inhibition, % at 4.98 µM. 170,000 tested, 0.27% active;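 active = inhibition above the plate cutoff, the mean inhibition of test wells on that plate plus 3 SD, cut at about 28% in these data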;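 also: cells challenged with S1P at its EC80 of 0.8 µM; blue over green emission ratio from cleaved BLA substrate after 4 h stimulation; 0% = S1P-stimulated wells and 100% = unstimulated DMSO-only wells; some compounds past the cut are filed as inactive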
# Target sequence (Q99500 whole entry, looked up): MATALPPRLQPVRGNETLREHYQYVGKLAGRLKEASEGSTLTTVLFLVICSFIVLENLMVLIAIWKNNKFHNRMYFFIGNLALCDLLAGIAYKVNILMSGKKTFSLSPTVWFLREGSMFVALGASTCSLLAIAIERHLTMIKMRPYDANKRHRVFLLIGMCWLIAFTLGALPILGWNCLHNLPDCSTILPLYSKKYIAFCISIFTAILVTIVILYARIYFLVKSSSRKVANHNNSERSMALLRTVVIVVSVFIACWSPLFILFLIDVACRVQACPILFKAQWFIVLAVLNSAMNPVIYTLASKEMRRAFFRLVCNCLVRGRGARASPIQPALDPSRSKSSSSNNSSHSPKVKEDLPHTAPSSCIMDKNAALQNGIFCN
# TNAP inh hi DEA: human TNAP enzyme inhibitors, primary screen, biochemical, luminescent, high phosphate acceptor level, uHTS; Alkaline phosphatase, tissue-nonspecific isozyme (Homo sapiens), P05186; AID 1135, 2008; inhibition, % at 20 µM; purified TNAP, CDP-star luminescence, 1 M DEA; 200,000 tested, 0.03% active;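 active = over 50% inhibition of tissue-nonspecific alkaline phosphatase at 20 µM in the single-dose screen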;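 also: plate controls were DMSO wells for no effect and EDTA-quenched wells as full inhibition for full effect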
# DTT redox prof: compounds producing H2O2 with reducing agent – biochemical, NIH compound library profiling, artefact control for MLSCN library redox annotation, primary screen | activation, % at 10 µM | 200,000 tested, 0.03% active | AID 878, 2007 | DTT-dependent redox cycling H2O2, phenol red/HRP absorbance; 100% = 100 µM peroxide control, 0% = buffer;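 active = activation of at least 50% relative to the plate's high and low controls in the primary single-dose screen; inactive = activation below 50%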;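 also: compound incubated with DTT at 0.8 mM final as the reducing agent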
# RAM inhibit: inhibitors of the yeast RAM network, primary screen, dse1pr::URA3 reporter, 5-FOA selection; S. cerevisiae dse1pr::URA3 reporter, 5-FOA growth OD615, 2 d; analog-sensitive cbk1-as2 kinase mutant strain; inhibition, % at 50 µM; 190,000 tested, 1.8% active;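 active = inhibition above a set limit, 3 SD over mean compound inhibition, cut at about 8.4% in these data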;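 also: 0% = DMSO-only wells with no growth and 100% = 10 µM 1-NA-PP1 full growth; inhibition rescues growth on 5-FOA so higher OD means more RAM inhibition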
# Lmaj promast: Leishmania major promastigote growth inhibition, primary screen | inhibition, % at 10 µM | AID 1063, 2008 | Leishmania major promastigotes, resazurin fluorescence viability | 200,000 tested, 9% active; in the data active = inhibition above about 50%;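 also: promastigotes grown with compound for 44 hours at 28 °C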
# HMGR II inh: inhibitors of E. faecalis class II HMGR, primary screen, biochemical, Enterococcus faecalis; HMG-CoA reductase (Enterococcus faecalis, mvaE); purified E. faecalis HMGR, NADPH absorbance 340 nm kinetic; inhibition, % at 10 µM; 190,000 tested, 0.41% active; AID 1066, 2008;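 active = inhibition above a set limit, the median over all tested compounds plus 3 SD, cut at about 9.5% in these data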;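 also: enzyme runs in reverse so mevalonate oxidation gives rising NADPH absorbance; 0% = complete reaction with DMSO and 100% = background rate lacking mevalonate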
# PMI act: activators of human PMI, primary screen, biochemical, fluorescence intensity, near-Km mannose 6-phosphate; 190,000 tested, 0.005% active; activation factor at 20 µM; AID 1214, 2008; purified human PMI, coupled resazurin fluorescence, 20 min; hits give high values; 1 = vehicle control, 0 substrate-free wells; Mannose-6-phosphate isomerase (Homo sapiens), P34949;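 active = activation factor of 2 or more at 20 µM, relative to plate controls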
# Target sequence (P34949 whole entry, looked up): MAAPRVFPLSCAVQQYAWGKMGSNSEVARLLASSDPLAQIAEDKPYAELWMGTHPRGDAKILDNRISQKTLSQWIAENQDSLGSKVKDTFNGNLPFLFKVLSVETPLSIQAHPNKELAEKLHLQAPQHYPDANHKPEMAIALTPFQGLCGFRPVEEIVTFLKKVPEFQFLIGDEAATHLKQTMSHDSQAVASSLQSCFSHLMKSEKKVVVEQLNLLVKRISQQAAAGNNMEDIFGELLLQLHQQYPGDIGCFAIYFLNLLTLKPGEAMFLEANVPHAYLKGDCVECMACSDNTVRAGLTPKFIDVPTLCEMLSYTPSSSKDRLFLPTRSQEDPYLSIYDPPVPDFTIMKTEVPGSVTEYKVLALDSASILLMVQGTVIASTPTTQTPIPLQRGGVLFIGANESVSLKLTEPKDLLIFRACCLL
# PMI act hi M6P: human PMI activators, high substrate, primary screen, biochemical, fluorescence intensity, near-saturating mannose 6-phosphate; Mannose-6-phosphate isomerase (Homo sapiens), P34949; coupled PMI enzyme assay, resazurin fluorescence, 20 min; hits give high values; 1 = untreated enzyme, 0 = substrate-free blank; activation factor at 20 µM; 190,000 tested, 0.34% active;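 active = activation factor of 2 or more at 20 µM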
#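 Test system: human phosphomannose isomerase with PGI, G6PDH, diaphorase coupling enzymes; amount: 15 ng/mL PMI; incubation: enzyme reaction with compound 20 min at room temperature; technique: resorufin fluorescence (Ex 544/Em 590 nm) from resazurin via diaphorase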
# Starred values were filed as active, the others as inactive; nt = not tested or not shown.
canonical_smiles | TNAP inh noacc | Hsp70 activator | S1P3 antag | TNAP inh hi DEA | DTT redox prof | RAM inhibit | Lmaj promast | HMGR II inh | PMI act | PMI act hi M6P
CC(C)Oc1ccc(C(=O)Nc2cccc3cccnc23)cc1 | -1.8 | -0.1 | 1.9 | -1.5 | 0.3 | 6.9 | -6.9 | 2.4 | 0.9 | 0.9
Nc1nonc1C(=O)N/N=C/c1cc(Br)ccc1O | -43.6 | -0.4 | 0.7 | -0.9 | -0.1 | 1.1 | 99.2* | -3.3 | 1 | 1.1
CCOC(=O)c1cnc(SCC(=O)OC)nc1N | -2.9 | 0.0 | -10.6 | -5.6 | -0.1 | 1.0 | -0.9 | 3.6 | 1.1 | 1.1
C=CCOc1ccc(C2/C(=C(\O)c3c(C)[nH]c(C(=O)OC)c3C)C(=O)C(=O)N2CCN(C)C)cc1 (centres undefined) | -11.6 | 0.0 | -10.0 | -3.3 | -1.8 | -0.6 | -7.4 | 7.6 | 1 | 1.1
COc1cccc(CNC(=O)c2cnc(-c3ccccn3)nc2C(F)(F)F)c1 | -5.8 | -0.3 | nt | -5.7 | -4.7 | 0.7 | -1.7 | 2.9 | 0.9 | 0.9
CC1(C)CC(C)(c2ccc(O)cc2O)N(c2ccc3ccccc3c2)C(=S)N1 (centres undefined) | 10.8 | -0.2 | nt | 4.9 | -0.2 | 1.0 | -12.3 | 5.7 | 0.9 | 0.7
O=C(O)CN1C(=O)/C(=C/c2ccc(SCc3ccccc3)o2)SC1=S | 12.3 | -0.1 | -16.7 | 17.3 | -0.8 | 6.5 | -5.5 | 0.2 | 0.1 | 0.1
O=C(OCCC1Oc2cccnc2NC1=O)c1ccc([N+](=O)[O-])cc1 (centres undefined) | 2.8 | -0.1 | -13.8 | -1.8 | -0.9 | 2.1 | -1.8 | -3.2 | 1 | 1
CC(C)c1cc(C(=O)Nc2cc(Cl)ccc2O)no1 | 8.4 | 0.0 | 1.9 | -0.8 | 0.3 | 3.1 | -8.6 | 7.4 | 0.8 | 0.8
CCSc1nnc(-c2cc(Br)ccc2N=Cc2c(C)[nH]n(-c3ccccc3)c2=O)c(=O)[nH]1 | 1.2 | -0.1 | -9.9 | 4.0 | -0.4 | 5.0 | -2.7 | -4.4 | 1.2 | 1.2
CCOc1ccccc1CNc1nc2nc3c(c(=O)n2[nH]1)CCC3 | -2.5 | -0.5 | 4.5 | -2.4 | 0.7 | 3.4 | -2.2 | 3.9 | 1 | 1
COc1cc2c(cc1OC)C1=C(C#N)CCC(=O)N1CC2 | -10.0 | -0.1 | 20.2 | -4.6 | 2.1 | 0.4 | -3.9 | -9.8 | 1 | 1
CC(C)(O)C#Cc1ccc(CN2CCN(Cc3ccccc3)C(CCO)C2)cc1 (centres undefined) | -8.0 | -0.1 | 9.2 | -5.8 | -0.7 | -0.9 | 7.6 | -6.6 | 0.8 | 0.9
O=C(OCn1ncc(Br)c(Br)c1=O)c1ccc(F)cc1 | -9.3 | 3.4 | nt | -8.3 | 0.2 | -0.7 | 99.8* | 0.2 | 0.9 | 1
Cc1ccc(S(=O)(=O)N2CCC(=O)N(CCOCc3ccccc3)CC2)cc1 | -5.2 | -0.5 | -12.4 | 0.2 | -0.8 | 3.8 | -3.0 | -5.8 | 0.9 | 0.8
CN(C)/C=C(\C=O)c1cccc(Cl)c1 | -5.2 | -0.2 | 1.1 | -1.8 | -1.9 | 0.7 | -4.0 | -1.4 | 1 | 1
Cc1nc(C(=O)Nc2ccc(Cl)cc2Cl)nn1-c1cc(OC(C)C)c(Cl)cc1Cl | 1.7 | -0.2 | nt | 5.0 | -3.2 | 4.7 | 3.0 | 0.0 | 1 | 1
CNC(=O)CS(=O)CC(=O)Nc1cc(OCCOC)c(Cl)cc1Cl (centres undefined) | -9.4 | -0.1 | -9.7 | -7.6 | -0.7 | 0.9 | 4.9 | -0.7 | 0.9 | 0.9
CC(C)Cc1nc2oc3c(N4CCN(CCO)CC4)ncnc3c2c2c1CCCC2 | -0.8 | -0.3 | -41.5 | 3.3 | -2.7 | 0.0 | 51.7* | -4.2 | 1 | 1
Cn1nccc1/C=C(/C#N)S(=O)(=O)c1ccccc1 | -14.7 | -0.3 | -3.5 | -5.2 | 1.8 | 0.3 | -3.4 | 0.1 | 1.1 | 1.2
O=c1cc(N2CCCCC2)c(-c2ccccc2)nn1Cc1ccc(Cl)cc1 | -10.5 | -0.3 | nt | -8.7 | -8.0 | -0.3 | 7.0 | 5.5 | 0.9 | 0.9
COc1ccc(N2CCN(C(=O)C3(C)CC3(Cl)Cl)CC2)cc1 (centres undefined) | -9.0 | -0.2 | 11.3 | -4.8 | -0.1 | 1.0 | -6.5 | 2.7 | 1.1 | 1
O=C(NCC1CCCO1)c1ccc(NS(=O)(=O)c2ccccc2)cc1 (centres undefined) | -3.1 | -0.2 | 1.3 | -0.2 | -0.9 | 0.0 | -6.1 | -4.4 | 0.9 | 0.9
O=C(CNC(=S)N(Cc1ccccc1)Cc1ccccc1F)NCc1ccccc1 | -27.4 | -0.2 | 5.1 | -7.8 | 0.4 | 7.4 | 22.3 | 3.8 | 0.8 | 0.9
Cc1ccc(NC(=S)Nc2nc(CC(=O)Nc3ccccc3)cs2)cc1 | -7.8 | -0.4 | nt | 4.3 | -3.9 | 4.9 | 6.1 | -2.1 | 1 | 0.9
Cc1ccc(SCC(=O)NCC2CCCO2)cc1 (centres undefined) | -4.1 | -0.2 | 8.8 | -0.9 | -1.6 | -0.6 | -3.3 | -0.3 | 1 | 1
Cc1nnc2ccc(-c3cccc(NC(=O)c4ccc(Cl)nc4)c3)nn12 | -10.1 | 0.1 | -0.1 | -2.8 | -0.2 | 1.4 | 1.1 | -0.3 | 1.1 | 1
CN(C)CCCN(C(=O)CCc1ccccc1)c1nc2c(F)cccc2s1 | -12.1 | -0.1 | 9.2 | -3.7 | -0.6 | 1.8 | 40.7 | -3.2 | 0.8 | 1
c1cnc(NCCNc2ncccn2)nc1 | -8.6 | 0.4 | 19.0 | -0.8 | -0.9 | 0.8 | -0.5 | 0.7 | 0.9 | 0.9
CCN(CC(=O)Nc1ccc(NC(C)=O)cc1)C(=O)COc1ccc(C(=O)c2ccccc2)cc1 | -5.3 | -0.3 | -13.4 | -1.2 | 0.3 | 0.4 | -5.9 | 2.7 | 0.9 | 1
COc1ccc(C2CC(=O)c3sc(N)nc3C2)cc1 (centres undefined) | -11.9 | 1.0 | nt | -3.5 | 0.1 | 0.9 | 1.3 | -5.9 | 1.1 | 1.1
Cc1cc(C)c2nc(NNC(=O)c3ccc(S(=O)(=O)N4CCc5ccccc5C4)cc3)sc2c1 | -14.9 | -0.2 | 1.4 | -2.1 | 0.3 | 1.8 | 99.3* | -5.5 | 1.1 | 1.1
O=C(CSCc1cc(=O)[nH][nH]1)Nc1ccc(F)cc1 | 2.8 | 0.2 | 0.8 | 11.8 | -0.5 | 1.0 | 0.7 | 1.9 | 1 | 1
O=C(Nc1ccc2c(c1)CCC2)c1cc2ccccc2o1 | -11.2 | 0.0 | nt | 0.6 | 0.1 | 1.1 | 19.7 | 2.2 | 0.9 | 1
Cc1cc(C(=O)CSc2nnc(-c3ccco3)o2)c(C)n1CC1COc2ccccc2O1 (centres undefined) | -9.4 | -0.2 | 15.6 | -2.1 | 0.1 | 5.1 | 28.7 | 2.6 | 0.9 | 0.8
Cc1ccnc(NC(=O)c2cccc(NC(=O)Cc3ccccc3)c2)c1 | -11.6 | 0.1 | -7.5 | -5.0 | -1.5 | -1.1 | 0.4 | -0.8 | 1 | 1
CCC(C(=O)N1CCN(c2cccc(Cl)c2)CC1)c1ccccc1 (centres undefined) | -2.4 | -0.6 | 21.7 | -5.0 | -0.3 | 7.9 | 3.3 | -1.2 | 0.9 | 0.9
O=C(COC(=O)c1cc(-c2ccccc2)nc2ccccc12)Nc1ccc2c(c1)OCO2 | -14.0 | -0.3 | -2.6 | -3.9 | 0.5 | 3.9 | 0.6 | -12.2 | 0.9 | 1
CC(=O)O[C@H]1C[C@@]2(C)[C@@H](C[C@@H](O)[C@H]3[C@@]4(C)CC[C@@H](O)[C@@H](C)C4CC[C@@]32C)/C1=C(\CCC=C(C)C)C(=O)O (some centres undefined) | -4.6 | -0.3 | 6.3 | 0.8 | 0.2 | 3.2 | 49.5 | -4.0 | 1 | 1.1
COc1ccc(CNC(=O)COC(=O)c2cnccn2)cc1 | -7.8 | -0.4 | nt | -2.4 | 0.5 | -0.1 | 0.0 | -1.4 | 0.9 | 0.9
CC1CCCCN1CCCNC(=O)C1CCN(c2nc3ccccc3o2)CC1 (centres undefined) | -10.6 | -0.5 | 1.7 | 0.2 | 0.1 | 0.2 | -1.1 | -3.4 | 0.9 | 0.9
CCC(=O)Nc1ccc2c(c1)C(=O)N(C1CCCCC1)C2=O | -5.3 | 0.2 | 15.7 | 4.3 | 1.1 | 3.6 | -2.9 | -0.1 | 1 | 1
COc1ccc(-c2nc(N)n(C(C)=O)n2)cc1 | 42.1 | -0.2 | -15.8 | 0.5 | 0.3 | 0.6 | -3.2 | -6.6 | 0.8 | 0.9
O=C(N1CCOCC1)N1CCN(c2nc(-c3ccc(F)cc3)cs2)CC1 | -7.9 | -0.3 | 12.8 | -3.9 | -7.0 | 4.0 | -4.2 | -2.7 | 0.9 | 1
CCN(CC)C(=O)CSc1ncnc2c1nnn2-c1ccc(OC)cc1 | -7.4 | 0.4 | -8.0 | 0.1 | -1.2 | 1.6 | 4.2 | 1.3 | 0.9 | 1
Cc1ccc(Nc2cnn(C34CC5CC(CC(CC(=O)O)(C5)C3)C4)c(=O)c2Cl)c(Cl)c1 | -10.0 | -0.2 | 4.5 | -6.6 | 0.3 | 0.4 | -2.6 | -2.5 | 1.1 | 1
CCOC(=O)c1cc2c(=O)n3ccccc3nc2n(Cc2ccco2)c1=NC(=O)c1cccc(OC)c1 | -7.4 | -0.5 | -18.1 | -3.9 | -0.7 | 3.0 | 23.5 | -1.8 | 1.2 | 0.9
